Screening data as filed in PubChem BioAssay.
RGS4 pot = potentiators or activators of RGS4 | HEK293 M3R/inducible RGS4, carbachol calcium flux Fluo4; active compounds read low | B-score at 10 µM | 310,000 compounds, 0.92% hits | AID 463111;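 active = B-score of the integrated calcium signal more than 4 SD below the library mean, with starting fluorescence not abnormally high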;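 also: negative B-score means reduced calcium response which marks RGS4 activation or potentiation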
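Material: M3R-expressing HEK293 line, RGS4 induced by doxycycline | Schedule: Overnight RGS4 induction, 30 min dye load 37 °C, 20 min compound RT | Measured by: Fluo4 fluorescence kinetic imaging of calcium | Read-out: Integrated calcium ratio converted to B score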
KCNQ1 pot = potentiators or activators of human KCNQ1 potassium channel; 310,000 compounds, 0.35% hits; B-score at 10 µM; AID 2648; CHO-K1 KCNQ1, thallium flux FluxOR fluorescence; active compounds read high; P51787;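 active = fluorescence ratio B-score, a plate-corrected score, at least three library SD, with initial intensity B-score within 5 SD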
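Test system: CHO-K1 cells stably expressing KCNQ1 / Medium: assay buffer / Also added: depolarizing K+/Tl+ stimulus, K2SO4 and Tl2SO4 each 12.5 mM in 5x stock / Incubation: 90 min dye loading and 20 min compound exposure, both at room temperature / Signal: thallium influx via FluxOR fluorescence, kinetic imaging / Evaluation: B score of baseline-normalized fluorescence ratio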
HDAC3 inhib = inhibitors of human histone deacetylase 3; O15379; recombinant HDAC3, fluorogenic peptide/trypsin coupled, fluorescence; inhibition, % at 8.3 µM; 320,000 compounds, 0.15% hits; AID 2718; in the data active = inhibition above about 26%, passing the limit was not always enough; inconclusive = no clear call, values can overlap the other calls
ANO1 activ = activates or potentiates the mouse TMEM16A chloride channel; HEK293 TMEM16A/YFP-H148Q/I152L, iodide quench fluorescence; active compounds read low; B-score at 10 µM; 340,000 compounds, 0.3% hits;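 active = fluorescence-ratio B-score plate-corrected deviation score at least 3 library SD below zero, with starting fluorescence score within 5 deviations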;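 also: channel opened by trigger with iodide after compound preincubation; score built on the fluorescence ratio of max minus min over baseline; more negative score means more quench and so TMEM16A activation or potentiation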
Target sequence (Q8BHY3 whole entry, looked up): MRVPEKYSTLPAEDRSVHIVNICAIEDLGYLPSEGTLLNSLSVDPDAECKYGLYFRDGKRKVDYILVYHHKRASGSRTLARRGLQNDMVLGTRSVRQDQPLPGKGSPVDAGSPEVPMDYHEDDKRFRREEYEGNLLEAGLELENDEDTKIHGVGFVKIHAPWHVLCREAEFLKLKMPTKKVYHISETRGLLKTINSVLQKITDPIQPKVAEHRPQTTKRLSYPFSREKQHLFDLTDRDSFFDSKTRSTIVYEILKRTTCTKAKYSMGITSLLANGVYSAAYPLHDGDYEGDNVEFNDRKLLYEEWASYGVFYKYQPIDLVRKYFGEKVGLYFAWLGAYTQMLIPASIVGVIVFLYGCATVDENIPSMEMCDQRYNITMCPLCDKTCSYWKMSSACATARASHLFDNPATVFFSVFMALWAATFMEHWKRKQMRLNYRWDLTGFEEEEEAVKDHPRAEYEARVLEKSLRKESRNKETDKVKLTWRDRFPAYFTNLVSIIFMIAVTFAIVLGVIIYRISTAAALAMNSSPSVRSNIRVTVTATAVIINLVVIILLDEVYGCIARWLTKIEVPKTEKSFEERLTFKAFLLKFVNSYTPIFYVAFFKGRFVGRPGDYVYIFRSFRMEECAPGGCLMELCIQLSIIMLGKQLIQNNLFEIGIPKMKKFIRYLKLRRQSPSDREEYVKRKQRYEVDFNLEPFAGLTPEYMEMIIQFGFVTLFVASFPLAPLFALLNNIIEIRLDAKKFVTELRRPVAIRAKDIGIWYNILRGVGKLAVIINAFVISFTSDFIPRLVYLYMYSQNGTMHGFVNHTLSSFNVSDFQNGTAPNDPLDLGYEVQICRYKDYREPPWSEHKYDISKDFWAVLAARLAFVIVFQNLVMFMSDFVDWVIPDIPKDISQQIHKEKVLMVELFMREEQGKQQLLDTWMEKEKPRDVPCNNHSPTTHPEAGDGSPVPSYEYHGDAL
RGS4 inh = inhibitors of human RGS4; HEK293 M3R/RGS4 inducible, Fluo-4 calcium flux; active compounds read high; triggered by carbachol at its EC20; B-score at 10 µM; 310,000 compounds, 0.45% hits; AID 463165;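 active = B-score, a plate-corrected calcium signal, over three deviations above library mean, with baseline fluorescence within five deviations of library mean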;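 also: RGS4 expression induced by doxycycline in cells with stable M3 receptor; B-score is computed from the integrated fluorescence ratio over baseline after carbachol; higher B-score means a larger calcium signal and so more RGS4 inhibition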
KCNQ1 block = blocks the human KCNQ1 potassium channel | CHO-K1 KCNQ1, FluxOR thallium flux fluorescence; active compounds read high | AID 2642 | P51787 | B-score at 10 µM | 310,000 compounds, 1.3% hits;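 active = compounds whose thallium flux B-score, printed positive for inhibition, exceeds three library SD while starting fluorescence stays within three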;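 also: channel opened by potassium depolarization with thallium stimulus after 20 min compound exposure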
KCNK9 inh = human KCNK9 channel inhibition. Q9NPC2. HEK293 KCNK9, FluxOR thallium flux fluorescence; active compounds read low. B-score at 10 µM. 310,000 compounds, 1.2% hits. AID 488922;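 active = ratio B-score over 3 SD below the library mean, with starting fluorescence within 5 SD of its mean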;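 also: negative B-score means less thallium flux so channel inhibition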
hERG rescue = hERG (human) protection from proarrhythmic block; Q12809; CHO-hERG, FluxOR thallium flux, dofetilide IC70 present; activation (rescue from dofetilide block), less the hit threshold, % at 10 µM; 310,000 compounds, 0.51% hits;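 active = activation above the mean of controls blocked by dofetilide plus 5 SD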;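 also: thallium influx through hERG after potassium depolarization seen as dye fluorescence rise; in these data hits start at about 4.7%; inactives centre near -7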
SKKanGAS inh = blocks kanamycin growth of S. pyogenes SKKanGAS strain | 300,000 compounds, 1.3% hits | BacTiter-Glo, 6 h | inhibition, % at 7.5 µM;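 active = mean replicate score, as percent of positive control median, at least 50; inconclusive = mean below 50 but one replicate at or above 50; inactive = mean and every replicate below 50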;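 also: strain carries kanamycin resistance gene driven by streptokinase promoter and grows in 40 µg/ml kanamycin; loss of luminescence reflects streptokinase promoter inhibition or plain growth inhibition; 0% = median of DMSO wells and 100% = positive control at its reference dose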
ANO1 block = inhibitors of mouse TMEM16A calcium-activated chloride channel; 310,000 compounds, 1.2% hits; normalized B-score (activity score, 25-100; higher = stronger inhibition) at 10 µM; HEK293 TMEM16A/YFP iodide influx fluorescence, ionomycin;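 active = ratio plate-corrected score three or more library SD toward inhibition, starting fluorescence score within five deviations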;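 also: score derived from kinetic fluorescence span divided by baseline fluorescence per well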
KCNK3 block = human KCNK3 channel inhibition, primary screen; O14649; CHO-KCNK3 thallium flux, FluxOR fluorescence; active compounds read low; B-score at 10 µM; 340,000 compounds, 0.84% hits; AID 602410;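 active = B-score under library mean minus 4 SD, starting fluorescence ratio at most library mean plus 5 SD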;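 also: more negative B-score means stronger inhibition of thallium flux through KCNK3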
* = called active by the depositor; i = inactive; ? = inconclusive; / = not tested or not shown. Compounds as they come; about 6.3% have a hit in one of these screens.

SMILES	RGS4 pot	KCNQ1 pot	HDAC3 inhib	ANO1 activ	RGS4 inh	KCNQ1 block	KCNK9 inh	hERG rescue	SKKanGAS inh	ANO1 block	KCNK3 block
Cc1ccc(S(=O)(=O)c2cc(OC(=O)c3ccco3)ccc2OC(=O)c2ccco2)cc1	i	i	7	i	i	i	i	-5	-2	i	i
CC1Cc2ccccc2N1C(=S)NC(=O)C1(C)CC1(Cl)Cl (stereo not given)	i	37*	4	i	i	i	i	28*	17	i	i
C/C(=N\NC(=O)c1ccc(F)cc1)c1cccc(NC(=O)c2ccco2)c1	i	i	2	i	i	i	i	-6	4	i	i
COc1cccc(/C=N/NC(=O)c2cccc3ccccc23)c1OC	i	i	11	i	i	i	i	-9	5	i	i
COc1ccccc1NS(=O)(=O)c1ccc(O)c(C(=O)OCC(=O)Nc2ccccc2F)c1	i	i	-1	i	i	i	i	-23	-15	i	i
O=C(COc1ccccc1)N1CCCC1	i	i	0	i	i	i	i	-12	-2	i	i
CCCCNC(=O)NC1C(NC(=O)NCCCC)N(C)C(=O)N1C (stereo not given)	i	i	-1	i	i	i	i	-3	-9	i	i
CN1C(=O)/C(=C/c2ccccc2Cl)Sc2ccc(C(=O)N3CCCC3)cc21	i	i	9	i	i	i	i	-16	99*	100*	i
CCOc1ccc(Nc2nc(N)c([N+](=O)[O-])c(N3CCN(CC)CC3)n2)cc1	i	i	7	i	i	i	i	-4	-1	i	i
COc1ccccc1N(/N=C1\Sc2ccccc2C1=O)C(C)=O	i	i	5	i	i	i	i	-5	0	i	i
CC1CCCC(C)N1C(=O)CSc1nnc(COc2ccccc2)n1-c1ccccc1 (stereo not given)	i	i	2	i	i	i	i	-2	-11	i	i
Cc1nc(-c2ccc(Cl)cc2)sc1C1(C)CC(c2cccnc2)=NO1 (stereo not given)	i	i	-1	i	i	i	i	-9	8	i	i
O=C1CC(c2nc3ccccc3[nH]2)CN1c1ccccc1F (stereo not given)	i	i	/	i	i	i	i	-5	-3	i	i
O=C1c2cccc3cc([N+](=O)[O-])cc(c23)C(=O)N1c1ccccc1O	i	i	1	i	5.1*	i	i	-5	-1	i	i
CCOC(=O)c1c(C(F)(F)F)cc(-c2ccc(F)cc2)nc1C	i	i	/	i	i	i	i	-5	-8	i	i
Cc1ccc2cc3cc(C(=O)NCCN4CCOCC4)oc3nc2c1	i	i	-38	i	i	i	i	-6	-3	i	i
CN(C)c1cccc2c(S(=O)(=O)N3CCCC3)cccc12	i	i	-4	i	i	i	i	-6	2	i	i
O=C(/C=C/c1cn(-c2ccccc2)nc1-c1ccccc1)Nc1ccc(C(=O)O)cc1	i	i	3	i	i	i	i	-18	50*	i	i
O=C(NC1CCCC1)C(c1ccncc1)N(C(=O)c1ccco1)c1ccc(Cl)cc1 (stereo not given)	i	i	2	i	i	i	i	-6	6	i	i
O=C(Nc1ccc(Cl)cc1)c1cc(S(=O)(=O)N2CCOCC2)cs1	i	i	9	i	i	i	i	-13	10	i	i
COc1cccc2cc(-c3cc(=O)oc4cc(C)c(O)cc34)oc12	i	i	-3	i	i	i	i	-4	3	i	i
Cc1ccc(C(=O)N[C@H](C(=O)Nc2ccc(F)cc2)C(C)C)cc1	i	i	-3	i	i	i	i	-3	0	i	i
COc1ccc(-c2nnc(NC(=O)c3cc(Cl)ccc3Cl)o2)cc1	i	i	3	i	i	i	i	-13	86*	i	i
CCOC(=O)COc1ccc(S(=O)(=O)Nc2cccc(SC)c2)cc1	i	i	5	i	i	i	i	-23	-1	25*	i
CCCN(CCC)C(=O)c1cn(CC)c2ccc(S(=O)(=O)N3CCCCC3)cc2c1=O	i	i	2	i	i	i	i	-2	-1	i	i

The closing two compounds of the section above lead into the next.
SMILES	RGS4 pot	KCNQ1 pot	HDAC3 inhib	ANO1 activ	RGS4 inh	KCNQ1 block	KCNK9 inh	hERG rescue	SKKanGAS inh	ANO1 block	KCNK3 block
CCOC(=O)COc1ccc(S(=O)(=O)Nc2cccc(SC)c2)cc1	i	i	5	i	i	i	i	-23	-1	25*	i
CCCN(CCC)C(=O)c1cn(CC)c2ccc(S(=O)(=O)N3CCCCC3)cc2c1=O	i	i	2	i	i	i	i	-2	-1	i	i
CCc1ccc(N(CC(=O)NCCc2ccccc2)C(=O)CCC(=O)Nc2ccccn2)cc1	i	i	10	i	i	i	i	-2	-6	i	i
CC(C)CCN1CCN(Cc2cnc(-c3ccccc3)s2)CC1CCO (stereo not given)	i	i	0	i	i	i	i	-9	-1	i	i
CCCn1c(SCCN2C(=O)c3ccccc3C2=O)n[nH]c1=O	i	i	1	i	i	i	i	-8	1	i	i
CC(=O)Nc1nc2cc3c(cc2s1)OCO3	i	i	2	i	i	i	i	-10	-5	i	i
COC(C(=O)N1CCC(CCC(=O)Nc2ccccc2)CC1)c1ccccc1 (stereo not given)	i	i	-5	i	i	i	i	-7	0	i	i
O=C(c1ccco1)N1C2C=CC(C2)C1(C(F)(F)F)C(F)(F)F (stereo not given)	i	i	-2	i	i	i	i	0	-6	i	i
COc1ccc(C/C(C)=N\NC(=O)c2cn(C)c3ccccc23)cc1OC	i	i	0	i	i	i	i	-11	3	i	i
CCc1ccc(NC(=O)C2CCCCC2C(=O)O)cc1 (stereo not given)	i	i	-1	i	i	i	i	-1	-1	i	i
CCN(CC)c1nc2ccccc2[nH]1	i	i	-8	i	i	i	i	-9	6	i	i
O=C(CN(C(=O)CCC(=O)Nc1ccccn1)c1ccc2c(c1)OCO2)NCc1ccc(F)cc1	i	i	7	i	i	i	i	-9	-3	i	i
COc1ccc(S(=O)(=O)CCC(=O)N(C)c2ccc(OC)cc2OC)cc1	i	i	6	i	i	i	i	0	4	i	i
S=C(NN=C1C2CC3CC(C2)CC1C3)Nc1ccccc1	i	i	9	i	i	i	i	-5	-3	i	i
COc1ccc(NC(=O)C(C)N2C(=O)c3ccccc3S2(=O)=O)c(OC)c1 (stereo not given)	i	i	3	i	i	i	i	-26	0	i	i
C/C(=N\NC(=O)CSCc1ccccc1Br)c1cccc([N+](=O)[O-])c1	i	i	-1	i	i	i	i	-4	0	i	i
COC(=O)c1ccc(N(C(=O)CNC(=O)c2ccco2)C(C(=O)NCC2CCCO2)c2ccc(OC)c(OC)c2)cc1 (stereo not given)	i	i	9	i	i	i	i	-5	-5	i	i
COc1ccc(Nc2ncccc2C(=O)O)cc1	i	i	4	i	i	i	i	-9	3	i	i
CC12C(=O)N(n3cnnc3)C(=O)C1C1C=CC2C1 (stereo not given)	i	i	0	i	i	i	i	-10	-3	i	i
CCOC(=O)c1c(-c2ccc(OC)cc2)csc1NC(=O)C1CCCO1 (stereo not given)	i	i	-3	i	i	i	i	0	1	i	i
COC(=O)c1cccc(NC(=S)NC(C)C)c1	i	i	-1	i	i	i	i	-18	-2	i	i
COCc1cc(=O)[nH]c(/N=C(\N)Nc2cccc(C)c2)n1	i	i	9	i	i	i	i	-9	-1	i	i
COc1ccc(NC(=S)N2CCN(c3ncccn3)CC2)c(OC)c1	i	i	8	i	i	i	i	-4	2	i	i
COc1ccc(NS(=O)(=O)c2cccc(C(=O)NCC3(N(C)C)CCCCC3)c2)cc1	i	i	3	i	i	i	i	-18	-9	i	i
COc1ccc(/C=N/NC(=O)CNS(=O)(=O)c2ccc(C)cc2)cc1	i	i	6	i	i	i	i	-4	-13	i	i
CCOC(=O)C1CCCN(C(=O)CCn2nc(-c3ccccc3)ccc2=O)C1 (stereo not given)	i	i	-4	i	i	i	i	-6	4	i	i
Cc1ccc(S(=O)(=O)N(C)CC(=O)OCC(=O)N2CCN(c3ccccc3)CC2)cc1	i	i	-2	i	i	i	i	-6	-7	i	i
SMILES	RGS4 pot	KCNQ1 pot	HDAC3 inhib	ANO1 activ	RGS4 inh	KCNQ1 block	KCNK9 inh	hERG rescue	SKKanGAS inh	ANO1 block	KCNK3 block
O=C(COC(=O)CSc1ccc([N+](=O)[O-])cc1)NCc1cccs1	i	i	16	i	i	i	i	-13	-4	i	i
COCC1CCN(C(=O)c2cc(COc3ccc(C)c(C)c3)on2)C1 (stereo not given)	i	i	4	i	i	i	i	-5	7	i	i
CCNC(=O)c1ccccc1-c1nc(-c2ccccc2)no1	i	i	-8	i	i	i	i	-19	2	i	i
Cc1ccc(N2C(=O)C(Cc3ccc(O)cc3)NC2=S)cc1C (stereo not given)	i	i	/	i	i	i	i	-8	7	i	i
Cn1c(NNC(=O)C2CCCCC2)cc(=O)n(C)c1=O	i	i	-16	i	i	i	i	-4	-4	i	i
CCC1(C)Cc2ccccc2-c2nc(SC)[nH]c(=O)c21 (stereo not given)	i	i	5	i	i	i	i	-5	-3	i	i
Cc1c(Nc2ccc(C=O)cc2)c(=O)n(-c2ccccc2)n1C	i	i	8	i	i	i	i	-12	2	i	i
NS(=O)(=O)c1ccc(NC(=S)Nc2nn(Cc3ccc(Cl)cc3Cl)cc2Cl)cc1	i	i	4	i	i	i	i	-9	9	i	i
COc1ccccc1NC(=O)Nc1nnc(CC(=O)Nc2cccc(C)c2)s1	i	i	-4	i	i	i	i	-13	-13	i	i
O=C(c1ccc([N+](=O)[O-])cc1)N1CCN(C(=O)C2CCCCC2)CC1	i	i	-14	i	i	i	i	1	-1	i	i
O=C1CSC(c2ccccc2)N1CCc1ccccc1 (stereo not given)	i	i	-1	i	i	i	i	-9	7	i	i
Cc1cccc(Nc2nnc(SCC(=O)Nc3ccccc3[N+](=O)[O-])s2)c1	i	i	-6	i	i	i	i	-6	-1	i	i
C=CC[n+]1c(-c2ccc(OC)c(OC)c2)csc1NNC(=O)Nc1ccccc1	i	i	4	i	i	i	i	0	13	100*	i
COc1ccc(CCCC(=O)NCCc2ccccc2)c(C)c1	i	i	4	i	i	i	i	-3	2	i	i
CCOc1ccc(/C=N/NC(=O)Cc2csc(Nc3cccc(C(F)(F)F)c3)n2)cc1	i	i	?	i	i	i	i	-4	80*	i	-11*
Cc1ccc(S(=O)(=O)N2CCN(CC(=O)N(CC(C)C)c3c(N)n(CC(C)C)c(=O)[nH]c3=O)CC2)c(C)c1	i	i	3	i	i	i	i	0	-3	i	i
CN(C)C(=O)c1cc(C(=O)c2ccc(C(F)(F)F)cc2)c[nH]1	i	i	5	i	i	i	i	-2	3	i	i
CCOC(=O)C1CCN(C(=O)Cc2cccc3ccccc23)CC1	i	i	-8	i	i	i	i	-5	3	i	i
